Screens: PubChem BioAssay, several laboratories
CatB inh – human cathepsin B inhibitors, primary screen, biochemical, fluorogenic substrate; purified cathepsin B, fluorescence; 0.1% of 63,000 active; AID 453, 2006; inhibition, %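 (tested at 10 µM)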; in the data active means inhibition above about 21%;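 further: 0% = enzyme with no compound and 100% = no enzyme blank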
E coli RNAP – E. coli RNAP inhibitors, biochemical; DNA-directed RNA polymerase subunit beta (Escherichia coli (strain K12)), P0A8V2; E. coli RNA polymerase, fluorescence transcription assay; inhibition, %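 (tested at 10 µM)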; 0.2% of 62,000 active; in the data active means inhibition above about 20%;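 further: 0% = enzyme without compound and 100% = no enzyme blank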
Cdc25B inh – inhibitors of Cdc25B phosphatase catalytic domain, primary screen, biochemical, OMFP fluorescence. recombinant Cdc25B, OMFP fluorescence Ex485/Em525. 0.1% of 65,000 active. inhibition, %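 (compounds tested at 10 µM final in the well)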; in the data active means inhibition above about 50%
Target sequence (P30305 whole entry, looked up, the tested form may be a part): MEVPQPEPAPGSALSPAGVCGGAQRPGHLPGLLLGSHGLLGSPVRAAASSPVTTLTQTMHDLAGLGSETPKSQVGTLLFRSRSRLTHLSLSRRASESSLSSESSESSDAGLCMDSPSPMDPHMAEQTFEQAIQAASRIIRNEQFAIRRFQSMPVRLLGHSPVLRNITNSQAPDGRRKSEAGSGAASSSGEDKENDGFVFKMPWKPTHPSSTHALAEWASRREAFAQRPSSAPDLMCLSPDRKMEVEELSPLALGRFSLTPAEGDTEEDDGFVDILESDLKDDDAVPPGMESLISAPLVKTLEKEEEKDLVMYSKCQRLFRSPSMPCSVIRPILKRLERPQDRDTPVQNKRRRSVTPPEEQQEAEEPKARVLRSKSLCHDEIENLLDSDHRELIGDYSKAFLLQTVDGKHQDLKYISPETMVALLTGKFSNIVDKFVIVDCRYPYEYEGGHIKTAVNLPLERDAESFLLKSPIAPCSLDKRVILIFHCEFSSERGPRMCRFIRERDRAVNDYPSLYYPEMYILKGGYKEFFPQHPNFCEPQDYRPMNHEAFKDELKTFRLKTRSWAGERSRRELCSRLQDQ
CatB mix inh – cathepsin B inhibitors from pooled compounds, primary screen, biochemical, compound mixtures, AMC fluorescence; P07858; Purified cathepsin B, AMC dipeptide fluorescence; inhibition, %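 (ten-compound pools at 5 µM per compound and 50 µM total)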; 0.06% of 62,000 active; AID 488, 2006; in the data active means inhibition above about 22%, passing the limit was not always enough;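 further: 0% = enzyme without compound and 100% = no enzyme blank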
Hsp90 inh – tumor Hsp90 inhibitors, primary screen, cell lysate, fluorescence polarization, NCI-N417 lysate | Heat shock protein HSP 90-alpha (Homo sapiens), P07900 | Cy3B-geldanamycin FP displacement | inhibition, % at 30 µM | 0.35% of 64,000 active;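 active means inhibition above 50%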;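 further: 0% = tracer plus lysate wells and 100% = tracer alone without lysate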
MKP-1 inh – MKP-1 phosphatase inhibitors, primary screen, biochemical, in vitro; recombinant MKP-1, OMFP hydrolysis fluorescence; inhibition, %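 (compounds tested at a single concentration somewhere between 10 and 100 µM)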; 0.15% of 65,000 active;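 active means inhibition above about 50%, limit read from the data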;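 further: 0% = DMSO max control wells and 100% = wells with enzyme stopped by NaOH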
Target sequence (P28562 whole entry, looked up): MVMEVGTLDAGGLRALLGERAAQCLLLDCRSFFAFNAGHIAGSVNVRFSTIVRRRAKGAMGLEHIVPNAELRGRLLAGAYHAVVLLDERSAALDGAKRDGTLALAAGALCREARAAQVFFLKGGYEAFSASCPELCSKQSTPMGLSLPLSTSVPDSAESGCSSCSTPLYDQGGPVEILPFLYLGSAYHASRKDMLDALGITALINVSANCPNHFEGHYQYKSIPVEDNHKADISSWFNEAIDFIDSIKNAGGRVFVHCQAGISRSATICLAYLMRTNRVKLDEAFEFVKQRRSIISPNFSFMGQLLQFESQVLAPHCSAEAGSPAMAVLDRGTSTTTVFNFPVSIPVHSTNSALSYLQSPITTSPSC
D1 allo mod – D1 CRE-luciferase signal change, two-sided – cell-based, HEK293 D1, dopamine EC30, D1 allosteric modulator project, primary screen; D(1A) dopamine receptor (Homo sapiens), P21728; dopamine EC30 potentiation; actives deviate in either direction; B-score at 10 µM; 5.9% of 58,000 active;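 active means luminescence count or its row- and column-corrected plate score outside the 99.7% band of the plate's sample wells, on either side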
Ecoli tolC – growth inhibitors of E. coli tolC mutant, primary screen, strain BW25113 ΔtolC::kan, 384-well. OD615. growth inhibition, % at 10 µM (by protocol). 2.2% of 65,000 active. AID 573, 2007;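 active means growth inhibition at or above a cutoff equal to the mean over every tested compound plus 3 SD, cut at about 60% in these data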;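 further: growth measured after 20 h incubation at 37 °C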
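System: E. coli ΔtolC::kan strain BW25113; Buffer or medium: LB broth supplemented with 50 µg/mL kanamycin; Compound: 10 µM final, single dose; Incubation: bacterial growth with compound for 20 h at 37 °C; Signal: A615 absorbance measurement; Evaluation: growth inhibition in percent.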
AP complement – alternative complement pathway inhibitors, primary screen, biochemical, ELISA, human serum, orthogonally pooled compounds | LPS-coated ELISA, C3 deposition; tested in compound mixtures | inhibition, % at 5 µM | 0.08% of 62,000 active;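 active means inhibition above 30% in each of the two pooled mixtures holding the compound, so the lower value exceeds 30%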;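 further: 0% = serum in Mg-EGTA without compound and 100% = EDTA serum blank; some compounds past the cut are filed as inactive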
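Assay system: human serum alternative complement pathway, C3 deposition on LPS-coated wells; Dosing: 5 µM per compound in ten-compound mixtures; Detection: Anti-C3 ELISA, OD 450 nm; Buffer or medium: Mg2+-EGTA GVB++ buffer containing human serum at 1:15 dilution; Timing: 1 h at 37 °C; Replication: two different pools per compound.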
Numbers without * were called inactive; / = not tested or not shown.

SMILES	CatB inh	E coli RNAP	Cdc25B inh	CatB mix inh	Hsp90 inh	MKP-1 inh	D1 allo mod	Ecoli tolC	AP complement
CCOCc1nnc(NS(C)(=O)=O)s1	-2.9	3.0	1.2	-0.1	-0.1	-10.8	-0.0247	-7.8	-18.9
CCSC(C)CC1CC(=O)CC(=O)C1 (stereo not drawn)	-2.1	7.1	-1.3	5.4	-7.9	13.7	-1.6	-12.6	8.5
CCOc1ccc(S(=O)(=O)Nc2cccnc2)cc1	2.5	2.2	7.1	42.9	-8.9	2.9	0.539	17.0	5.3
O=C(O)c1cc(-c2ccncc2)nc2ccc(F)cc12	1.4	6.1	1.2	-5.4	-2.4	-21.1	-0.51	-13.5	-10.4
c1ccc2c(c1)CCN(c1nc3ccccc3n3cnnc13)C2	1.7	1.2	-5.2	4.6	-6.7	13.9	7.94*	13.7	21.7
CSC(=O)NC12CC3CC(CC(C)(C3)C1)C2	4.9	11.0	-4.4	2.3	-1.1	5.3	0.846	1.3	3.7
O=C(COC(=O)c1cccs1)NCc1ccc2c(c1)OCO2	0.1	2.6	-6.8	-2.9	-3.9	-5.7	-0.09	10.4	10.2
CCCCn1c(=S)[nH]c2c(oc3ccc(Cl)cc32)c1=O	0.3	12.2	3.5	1.4	-6.4	14.4	-1.11	9.1	5.0
Cc1sc(NC(=O)c2ccccc2)c(C(=O)N2CCN(C)CC2)c1C	9.3	7.0	2.3	4.6	-8.2	-6.5	0.0441	-4.5	-9.8
COc1cccc(OC)c1C(=O)N1CCN(Cc2ccc3c(c2)OCO3)CC1	3.8	14.8	-9.9	2.0	1.8	-24.7	-0.274	-6.2	-2.7

2 compounds from above, showing only AP complement, CatB mix inh and Hsp90 inh:
SMILES	AP complement	CatB mix inh	Hsp90 inh
O=C(COC(=O)c1cccs1)NCc1ccc2c(c1)OCO2	10.2	-2.9	-3.9
CCCCn1c(=S)[nH]c2c(oc3ccc(Cl)cc32)c1=O	5.0	1.4	-6.4

Following part
SMILES	CatB inh	E coli RNAP	Cdc25B inh	CatB mix inh	Hsp90 inh	MKP-1 inh	D1 allo mod	Ecoli tolC	AP complement
CCOC(=O)Cn1c(C)nc2c(C(=O)OCC)sc(C)c2c1=O	-0.3	5.0	-9.5	1.4	-8.1	14.4	-0.186	3.9	19.1
Cc1nccn1CCc1n[nH]c(=S)n1Cc1ccccc1	6.0	3.6	11.5	2.0	-0.8	-5.6	0.0467	-10.3	6.0
CCN(CC)CCNC(=O)C(C(=O)c1ccccc1)n1ccccc1=O (stereo not drawn)	0.2	9.7	-4.1	2.6	-1.9	8.8	-0.374	31.6	7.8
Cc1c(C(=O)N2CCCc3ccccc32)sc2nc(-c3ccccc3)cn12	0.0	4.8	-12.0	3.0	-1.3	-0.4	-0.382	27.1	16.0
Cc1cccc(NCc2ccccc2O)n1	1.3	8.7	-11.0	1.7	1.1	-2.2	0.0205	5.6	-1.1
Cc1occc1-c1nnc(SCC(=O)NCC2CCCO2)n1C (stereo not drawn)	-1.0	-9.6	-10.1	-3.5	0.9	3.6	-0.816	-25.3	24.9
O=C(OCc1cc2ccccc2[nH]c1=O)c1cccnc1	2.4	8.9	2.0	1.2	-1.5	-16.1	0.733	-25.4	1.8
O=C(Nc1ccc(O)cc1)C1CCCN1S(=O)(=O)c1ccc(F)cc1 (stereo not drawn)	-0.5	5.0	-3.5	6.5	0.6	-10.3	0.125	-10.0	14.2
CC1=C(C(N)=O)C(c2ccc(Cl)cc2Cl)n2ncnc2N1 (stereo not drawn)	3.1	0.8	-14.6	-1.6	-1.8	-0.7	0.0566	-12.8	-2.2
Cc1ccsc1C(=O)OCC(=O)c1cc(C)n(CC2CCCO2)c1C (stereo not drawn)	3.1	3.8	4.2	-0.3	-5.2	30.5	-1.17	34.3	1.1
O=C(Nc1ccc(Oc2ccccc2)cc1)C1CCCN(c2ncccn2)C1 (stereo not drawn)	2.6	2.3	3.9	-3.4	-8.4	18.2	-1.06	-13.0	7.0
CN(CCc1ccccn1)S(=O)(=O)c1ccc2c3c(cccc13)C(=O)N2	/	/	-9.8	/	-6.1	5.2	0.281	13.0	/
CCn1c(/N=C/c2c[nH]c3ccccc23)nc2ccccc21	1.5	2.4	-1.5	2.9	-1.5	2.5	-1.84	-7.3	20.6
Cc1cc(NC(=O)c2noc3c2CCc2ccccc2-3)no1	1.0	-5.2	1.6	1.2	2.2	7.5	-0.497	-5.7	10.6
Cc1cc(C)c2cc(C#N)c(SCC(=O)NCc3ccco3)nc2c1	3.5	4.8	7.3	1.6	-5.7	24.2	/	6.6	0.1
CC12CCC(C(=O)NCc3ccc4c(c3)OCO4)(OC1=O)C2(C)C (stereo not drawn)	-1.0	-1.5	-14.8	-0.4	0.0	-9.5	0.505	9.3	0.0
CN1C(=O)N(c2cccc3ccccc23)C(n2cncn2)C1(C)C (stereo not drawn)	-0.7	6.9	-5.1	4.3	-7.4	12.8	0.584	-3.1	-6.5
Cc1ccc2c(c1)nnn2C1CCN(CC(=O)N2CCN(c3ccc(F)cc3)CC2)CC1	1.9	5.7	-19.0	2.4	-3.5	3.2	/	2.2	-2.0
N#C/C(C(=O)NCc1ccco1)=C1/SC(Cc2ccc(F)cc2)C(=O)N1c1ccccc1 (stereo not drawn)	2.7	17.0	-5.2	2.4	0.7	-9.8	-0.499	10.4	-1.7
CC(=O)NCCC(=O)Nc1ccc(C)c(F)c1	3.0	2.2	-2.7	5.7	1.5	-1.0	/	-4.7	-7.0

Reprinted at random: 3 entries already listed
SMILES	CatB inh	E coli RNAP	Cdc25B inh	CatB mix inh	Hsp90 inh	MKP-1 inh	D1 allo mod	Ecoli tolC	AP complement
CN1C(=O)N(c2cccc3ccccc23)C(n2cncn2)C1(C)C (stereo not drawn)	-0.7	6.9	-5.1	4.3	-7.4	12.8	0.584	-3.1	-6.5
CC(=O)NCCC(=O)Nc1ccc(C)c(F)c1	3.0	2.2	-2.7	5.7	1.5	-1.0	/	-4.7	-7.0
Cc1cc(C)c2cc(C#N)c(SCC(=O)NCc3ccco3)nc2c1	3.5	4.8	7.3	1.6	-5.7	24.2	/	6.6	0.1

(next part)
SMILES	CatB inh	E coli RNAP	Cdc25B inh	CatB mix inh	Hsp90 inh	MKP-1 inh	D1 allo mod	Ecoli tolC	AP complement
Cc1nnc(SCc2cnc(-c3ccc(C(C)C)cc3)s2)n1C	3.8	4.4	-5.8	1.1	-1.2	4.4	-2.22	49.8	0.5
O=C1COc2cccnc2N1	6.8	8.1	-0.6	5.3	-1.5	-18.0	-0.137	-14.7	-1.9
COc1ccc(N2CCN(CC(=O)Nc3c(C)cc(C)cc3C)CC2)cc1	1.5	1.4	-24.5	-3.3	4.3	-19.4	-0.79	11.2	-11.1
O=C(O)c1cccc(CSc2ncccn2)c1	-0.9	-7.7	-5.0	0.7	-2.1	4.2	-0.493	-26.9	-9.7
CCCc1ccc(OCCNC(=O)CC)cc1	-4.5	1.8	-4.8	-7.0	-2.6	11.6	0.777	-5.6	13.9
CCc1nnc(NC(=O)CSc2nnc3ncccn23)s1	-6.8	5.7	-15.5	7.0	0.1	2.0	/	-13.0	14.0
O=C(O)c1cccc(NS(=O)(=O)c2ccc(Cl)c(C(=O)O)c2)c1	/	/	1.6	15.9	-1.4	12.2	0.041	-11.1	15.8
COc1ccc(S(=O)(=O)Nc2cc(C(=O)NCCC(C)C)ccc2N2CCOCC2)cc1	-0.6	8.1	-4.5	-0.1	-3.0	36.1	-0.131	9.8	-2.1
Cc1ccc(-n2c(=O)cc(N3CCC(C)CC3)[nH]c2=O)cc1	0.1	2.4	-2.4	4.0	-4.0	7.7	0.813	-6.1	16.9
COc1ccc(Cn2c(=O)n(Cc3ccco3)c(=N)c3c4c(sc32)COC(C)(C)C4)cc1	1.5	3.6	1.4	0.9	/	11.3	21.1*	43.5	4.8
O=C(O)c1ccnc(C(=O)O)c1	-3.9	5.3	-41.1	/	0.7	-10.2	/	10.7	/
O=C(O)c1cccc(S(=O)(=O)Nc2ccccc2Cl)c1	5.4	0.7	-1.4	8.2	-5.7	-2.7	-0.0635	-15.6	-2.3
CC(C)NC(=O)Nc1cccs1	1.4	6.5	-7.4	-6.1	-0.2	-8.6	-0.285	-9.8	6.8
O=C(COc1ccc(S(=O)(=O)N2CCCC2)cc1Cl)NCc1ccc2c(c1)OCO2	2.9	-2.5	-3.9	1.6	-3.0	7.9	0.058	5.4	12.3
Cc1c(C(=O)NCc2ccoc2)oc2ccc3c(c12)C(=O)CC(C)(C)O3	2.7	-13.2	0.0	1.0	-3.3	-4.1	0.22	40.6	-13.9
COc1ccccc1C(=O)N1CCN(Cc2ccc3c(c2)OCO3)CC1	-2.8	-0.5	-19.4	/	-2.2	-14.3	-1.57	6.1	/
Cc1c(O)ccc2c3c(c(=O)oc12)CCCC3	-8.1	-67.8	-8.7	5.7	-4.2	-2.0	0.107	24.8	6.9
CCn1cc(Br)c(C(=O)NC(C)c2ccccc2)n1 (stereo not drawn)	0.8	6.7	-8.8	7.6	0.1	-8.9	1.22	4.7	12.6
COc1nc(Nc2cccc(C)c2)nc(N2CCCCC2)n1	1.7	-5.0	-12.7	-2.6	-2.4	-2.4	0.099	7.6	-1.2
CN1CCc2c(sc3c2c(=O)n(-c2ccccc2)c2nncn32)C1	-1.4	/	-2.4	-10.6	-6.9	-18.0	-0.758	-24.2	12.8
Cc1cc(C)nc(NC2=NCC(=O)N2c2cc(Cl)cc(Cl)c2)n1	/	/	2.0	6.6	2.5	-5.0	/	-20.1	19.0
c1ccc(CC2CCN(c3nc4ccccc4n4nnnc34)CC2)cc1	-6.9	5.5	4.2	4.7	0.3	-14.2	0.233	2.4	4.4
CCCC(=O)Nc1cc(-c2nn(C)c(=O)c3ccccc23)ccc1N1CCCCC1	3.8	7.9	-9.5	-0.3	0.8	4.3	-0.0859	41.7	5.0
CCN(Cc1cc2ccccc2[nH]c1=O)C(=O)c1cccnc1	8.9	4.8	8.4	-0.7	0.1	-14.8	0.308	-23.0	5.8
CCCNC(=O)c1ccccc1NS(=O)(=O)c1ccc2c(c1)OCCO2	3.1	8.9	7.0	-2.5	0.2	-6.6	-0.00432	1.9	-17.8
CC(=O)N(CCC1(C(C)C)CCOC(C)(C)C1)Cc1ccco1 (stereo not drawn)	3.2	7.5	/	3.1	/	/	/	/	14.7
O=C(CN1CCN(c2ncccn2)CC1)N1CCN(C(c2ccccc2)c2ccccc2)CC1	-5.9	3.9	/	0.6	/	/	-0.496	52.3	19.0
O=C(c1ccco1)N1CCN(CC(=O)N(C2CCCCC2)C2CCS(=O)(=O)C2)CC1 (stereo not drawn)	4.0	6.6	3.2	3.8	-3.3	8.6	0.564	-14.1	-1.6
Cc1cnn(-c2cc(Oc3ccccc3)ncn2)c1	-6.3	0.8	8.0	2.6	-1.3	16.6	0.316	-3.4	11.8
CCCCNC(=O)C(C#N)c1nc2ccccc2nc1N1CCN(Cc2ccc3c(c2)OCO3)CC1 (stereo not drawn)	-4.8	12.1	11.4	1.8	-1.8	-33.3	/	7.7	13.4
CN(C)CCCN1C(=O)CSC1c1ccccc1 (stereo not drawn)	-1.7	6.4	0.8	4.3	-0.3	-9.5	-0.179	-10.5	1.2
CCOC(=O)Cc1nnc(NC(=O)c2ccco2)s1	1.0	13.2	-2.4	3.7	-5.2	-11.4	-0.393	-6.6	19.3
CCOC(=O)C1=C(C)OC(N)=C(C#N)C1c1ccc(OC)c(C)c1OC (stereo not drawn)	1.4	7.2	2.8	0.3	-3.4	10.3	-0.672	-3.9	-7.5
